Assay outcomes as filed in PubChem BioAssay.
MITF primary = inhibitors of human MITF; AlphaScreen MITF homodimerization, bead proximity signal; inhibition, % at 2.6 µM; hit rate 0.91% among 650,000; in the data active = inhibition above about 50%;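 note: 0% = vehicle wells with protein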
Target sequence (O75030 whole entry, looked up): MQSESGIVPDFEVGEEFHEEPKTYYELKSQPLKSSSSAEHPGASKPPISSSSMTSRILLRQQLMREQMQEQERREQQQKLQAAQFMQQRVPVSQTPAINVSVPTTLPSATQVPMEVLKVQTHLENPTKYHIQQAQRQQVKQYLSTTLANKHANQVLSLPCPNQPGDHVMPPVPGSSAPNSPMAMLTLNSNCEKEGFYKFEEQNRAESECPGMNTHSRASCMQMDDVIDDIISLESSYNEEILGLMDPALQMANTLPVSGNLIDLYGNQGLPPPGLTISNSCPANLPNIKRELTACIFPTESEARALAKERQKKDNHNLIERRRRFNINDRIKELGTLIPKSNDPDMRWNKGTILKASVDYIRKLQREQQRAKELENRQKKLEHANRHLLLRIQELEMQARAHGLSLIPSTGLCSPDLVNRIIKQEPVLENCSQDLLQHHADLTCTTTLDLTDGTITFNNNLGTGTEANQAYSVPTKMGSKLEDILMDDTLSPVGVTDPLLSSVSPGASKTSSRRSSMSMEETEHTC
TEAD-YAP block = TEAD-YAP interaction inhibition; HEK-TIYL cells, TEAD-Gal4/YAP UAS-luciferase luminescence; inhibition, % at 9.12 µM; hit rate 1.4% among 640,000; in the data active = inhibition above about 32%;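 note: 0% = median of test compound wells and 100% = reference inhibitor wells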
FBW7 act = human FBW7 E3 ligase activation, primary screen. Q969H0. AlphaScreen FBW7–phospho-cyclin E peptide binding, activator screen. normalized activity (activation), % at 26.1 µM. hit rate 0.13% among 650,000. AID 1259310; in the data active = normalized activity above about 1.9%;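 note: purified mutant Fbw7 with reduced substrate affinity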
GPR151 activ = activates the human receptor GPR151; Q8TDV0; PathHunter beta-arrestin GPR151 cells, luminescence; activation, % at 11.2 µM; hit rate 1% among 650,000; AID 1508602; in the data active = activation above about 4.9%;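 note: 0% = median of compound wells and 100% = cells with positive control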
Target sequence (Q8TDV0 whole entry, looked up): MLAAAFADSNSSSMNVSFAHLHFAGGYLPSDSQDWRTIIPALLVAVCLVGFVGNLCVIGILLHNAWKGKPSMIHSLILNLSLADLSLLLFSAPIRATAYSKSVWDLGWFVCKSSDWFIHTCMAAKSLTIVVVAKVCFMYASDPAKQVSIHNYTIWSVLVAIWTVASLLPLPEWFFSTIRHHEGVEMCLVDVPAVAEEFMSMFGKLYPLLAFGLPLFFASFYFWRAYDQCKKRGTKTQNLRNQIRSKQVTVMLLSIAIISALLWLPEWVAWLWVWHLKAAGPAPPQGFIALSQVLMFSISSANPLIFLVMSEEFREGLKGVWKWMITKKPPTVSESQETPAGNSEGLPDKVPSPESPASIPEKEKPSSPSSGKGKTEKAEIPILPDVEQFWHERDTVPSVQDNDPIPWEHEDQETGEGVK
* marks the source's active call; other numbers are inactive results; & = joins results of further samples.

1	CC(=O)c1cccc(NC(=O)CCC(=O)OCC(=O)c2ccc(C)c(C)c2)c1
2	COc1ccc(CCN2C(=O)C3CC=CC(C)C3C2=O)cc1OC (stereo not drawn)
3	Cc1ccc2nc(-c3ccncc3)cc(C(=O)NC3=NCCS3)c2c1
4	COc1ccc(/C=C2\N=C(c3cc(Cl)ccc3Cl)OC2=O)cc1
5	COc1ccc(/C=c2\sc3nc(-c4ccco4)nn3c2=O)c(OC)c1
6	COc1ccccc1CC1=NS(=O)(=O)c2ccccc2N1

screen / no.	1	2	3	4	5	6
MITF primary	12	-7	-6	15	-1	19
TEAD-YAP block	-5	7	-4	9	1	13
FBW7 act	0.7	0.2	-0.2	0.4	-0.6	0.2
GPR151 activ	-2.0	-0.8	1.8	-1.2	1.0	0.5

7	O=C(N/N=C/C=C/c1ccccc1Cl)C(O)c1ccccc1 (stereo not drawn)
8	COC(=O)c1ccccc1NC(=O)c1ccc(OCc2c(F)cccc2Cl)cc1
9	CCOc1ccc(NC(=O)CCS(=O)(=O)c2ccc(C)cc2)cc1
10	CN1C(=O)C(c2ccccc2[N+](=O)[O-])C(=O)c2ccccc21 (stereo not drawn)
11	Cc1ccc(NC(=O)CN2C(=O)CS/C2=C\C#N)cc1
12	Cc1cc(NC(=O)CSc2nnc3ccc(-c4ccc5c(c4)OCO5)nn23)no1

screen / no.	7	8	9	10	11	12
MITF primary	-11	-4	-10	4&-1	-6	14
TEAD-YAP block	-27	0	7	-7&-1	-3	11
FBW7 act	0.0	-0.2	0.1	-0.1&0.0	0.1	0.1
GPR151 activ	0.0	-0.5	0.5	-1.3&-1.6	1.2	-0.4

13	Cc1cc(OCC(=O)NCCCN(C)C)ccc1Br
14	CCCn1nnc(NC(=O)COc2ccc([N+](=O)[O-])cc2)n1
15	CCCCC1CCC(C(=O)OCC(=O)NC(=O)Nc2ccc3c(c2)OCCO3)CC1 (stereo not drawn)
16	COc1ccc(CNc2cc(C)ccn2)c(O)c1
17	O=C(c1cccc([N+](=O)[O-])c1)c1ccc2c(c1)C(=O)N(c1ccc(F)cc1)C2=O
18	CCOC(=O)C1CCN(c2cc(=O)n(C3CCCCC3)c(=O)[nH]2)CC1

screen / no.	13	14	15	16	17	18
MITF primary	17	14	-12	-9	-3	1
TEAD-YAP block	6	6	-2	-32	-9	-3
FBW7 act	0.7	0.4	-0.2	-0.3	0.0	-0.1
GPR151 activ	0.5	1.3	1.5	0.1	0.8	1.6

19	O=C(CSc1cn(Cc2ccc(F)cc2)c2ccccc12)NC1CCCCC1
20	N#CC1=C(N)Oc2n[nH]c(-c3cccs3)c2C1c1ccco1 (stereo not drawn)
21	CCOC(=O)N1CCN(C(=O)CN2C(=O)/C(=C/c3cccc(OC)c3)SC2=S)CC1
22	O=C(Nc1ccccc1Br)c1cc(S(=O)(=O)N2CCCCCC2)ccc1F
23	CCOC(=O)c1ccc(NC(=O)CSc2ccc3nc(-c4ccccc4)cn3n2)cc1
24	CCCN(CCC)S(=O)(=O)c1ccc(C(=O)OCCN2C(=O)c3cccc4c(N5CCOCC5)ccc(c34)C2=O)cc1

screen / no.	19	20	21	22	23	24
MITF primary	4	1	10	4	1	12
TEAD-YAP block	3	-5	-1	1	-29	-5
FBW7 act	0.0	-0.3	0.1	-0.1	0.0	0.1
GPR151 activ	0.6	0.4	-0.9	1.6	-2.9	-1.6

25	N#Cc1ccc(NC(=O)COc2cccc(F)c2)cc1
26	CC(C)[C@H](Cn1nnc2ccccc21)NC(=O)c1ccc(N2CCCCS2(=O)=O)cc1
27	CCN(CC)S(=O)(=O)c1ccc(/C=C/C(=O)OCC(=O)c2ccc(OC)cc2)cc1
28	COC(=O)c1cccc(CN2C(=O)C(C)Oc3ncc(C(F)(F)F)cc32)c1 (stereo not drawn)
29	CC1(c2ccccc2)CC(C)(C)N2C(=O)C(=O)c3cccc1c32 (stereo not drawn)
30	COc1cc(CN2CCN(c3ccccc3Cl)CC2)cc2c1OCO2

screen / no.	25	26	27	28	29	30
MITF primary	-1	-2	-7	6	11	34
TEAD-YAP block	-8	2	-5	0	11	8
FBW7 act	-0.1	-0.1	-0.1	0.0	-0.4	0.0
GPR151 activ	0.9	0.9	1.7	0.5	1.9	5.5*

31	COc1ccc(OC)c(C(C)NCCO)c1 (stereo not drawn)
32	Brc1ccccc1-c1nc2c3c(-c4ccccc4)c(-c4ccccc4)oc3ncn2n1
33	O=C(NCCOc1ccccc1)c1cccc([N+](=O)[O-])c1
34	COc1cc(NC(=O)c2cccc(C(=O)Nc3cc(OC)c(Cl)cc3OC)c2)c(OC)cc1Cl
35	Oc1ccc(-c2ccc(OCCCc3ccccn3)nc2)cc1
36	CC(=O)C1=C(C)NC(SCC(=O)Nc2cc(S(=O)(=O)N3CCOCC3)ccc2Cl)=C(C#N)C1c1ccco1 (stereo not drawn)

screen / no.	31	32	33	34	35	36
MITF primary	-5	-3	-6	12	-2	8
TEAD-YAP block	5	-11	-60	4	-93	12
FBW7 act	-0.1	-0.1	-0.2	-0.1	0.3	-0.1
GPR151 activ	-0.8	-0.5	0.2	-0.5	-0.6	-0.6

37	Cc1ccc(-c2nn(-c3ccc(F)cc3)cc2C(=O)Nn2cnnc2)cc1
38	O=C(c1ccc(F)c(F)c1)N(C1CCCCC1)C1CCCCC1
39	COC(=O)c1cccc(CN2CCC3(CC2)NCCc2c3[nH]c3ccc(F)cc23)c1
40	CCS(=O)(=O)c1ccc2c(c1)N(Cc1cc(C(C)=O)ccc1OC)C(=O)C(C)O2 (stereo not drawn)
41	COc1cc2c(cc1OC)C(COc1ccccc1OC)N(C(=O)c1ccc([N+](=O)[O-])cc1)CC2 (stereo not drawn)
42	CCOC(=O)c1sc2nc(C)nc(Nc3ccc(C)c(Cl)c3)c2c1C

screen / no.	37	38	39	40	41	42
MITF primary	7	10	0	12	12	-5
TEAD-YAP block	-15	-1	-26	-5	-4	-14
FBW7 act	0.1	0.7	0.1	0.2	1.1	0.0
GPR151 activ	-1.2	-0.3	0.7	0.0	0.8	-1.4

43	Cc1ccc(N2C(=O)C3C4c5ccccc5C(C=O)(c5ccccc54)C3C2=O)cc1 (stereo not drawn)
44	C=CCOC(=O)C1=C(C)NC(C)=C(C(=O)OCC=C)C1c1cccc(OC)c1
45	CCOc1ccc(N(C(C)C(=O)NC)S(C)(=O)=O)cc1 (stereo not drawn)
46	CCCCC1CN(Cc2nccs2)Cc2ccccc2O1 (stereo not drawn)
47	COc1ccc(CC(=O)Nc2ccc(C)c(F)c2)cc1
48	COC(=O)c1c(NC(=O)c2ccc(C)cc2)sc2c1CCC(C)C2 (stereo not drawn)

screen / no.	43	44	45	46	47	48
MITF primary	-7	-3	9	5	-5	10
TEAD-YAP block	20	-2	8	6	-34	-2
FBW7 act	0.0	0.1	0.0	0.5	0.0	0.1
GPR151 activ	-0.4	-0.3	-2.6	-1.6	0.2	-0.5

49	NS(=O)(=O)c1ccc(NC(=O)c2cnccn2)cc1
50	O=C(NCCO)c1cc(N2CCCC2CO)nc2ccccc12 (stereo not drawn)
51	CC1(C)Cc2c(ccc3ccccc23)C(Cc2ccccc2)N1 (stereo not drawn)
52	CN(Cc1nccs1)C(=O)CCc1nnc(Cc2cccc(C(F)(F)F)c2)o1
53	CCCCOc1c(Br)cc(CNC)cc1OCC
54	COc1ccc(CNC23CN4CN(CN(C4)C2)C3)cc1

screen / no.	49	50	51	52	53	54
MITF primary	10	3	-6	3	-12	-2
TEAD-YAP block	-12	3	-6	-29	3	2
FBW7 act	0.2	-0.1	-0.2	0.0	-0.2	0.0
GPR151 activ	-1.2	-1.9	-0.5	-1.0	-1.3	-0.6

55	COc1ccc(NC(=O)CC2(c3ccc(OC)cc3)C(=O)c3ccccc3C2=O)cc1
56	O=C(O)c1cc([N+](=O)[O-])c(Sc2nc3ccccc3[nH]2)c([N+](=O)[O-])c1
57	COc1ccc(CCN/C=C2\CC(=O)NC2=O)cc1OC
58	CN1c2ncccc2C(=O)NC12CCN(C(=O)c1ccccn1)CC2
59	Cc1ccc(NC(=O)C2C3C=CC4(CNC(=O)C(c5ccc(C)cc5)N(Cc5ccccc5F)C(=O)C24)O3)cc1 (stereo not drawn)
60	O=C1c2ccccc2-c2onc3c(N4CCOCC4)cc(N4CCCCC4)c1c23

screen / no.	55	56	57	58	59	60
MITF primary	3	8	2	1	-3	22
TEAD-YAP block	0	-1	14	9	5	-25
FBW7 act	0.2	-0.1	0.0	0.3	-0.1	-0.2
GPR151 activ	0.1	-0.8	1.3	-0.4	-0.6	0.9

61	COC(=O)c1ccc(NS(=O)(=O)c2cc(Br)cnc2N)cc1
62	CCOC(=O)c1ccc(NC(=O)CSc2nc3ccccc3c(=O)n2CCCC(=O)NCC2CCCO2)cc1 (stereo not drawn)
63	Nc1c(-c2ccccc2)cnc2c(-c3ccc(Cl)cc3)cnn12
64	CCN(CC)CCCNC(=O)CCCn1c(=S)[nH]c2cc3c(cc2c1=O)OCO3
65	O=C(CCC(=O)c1cccs1)OCC(=O)c1ccccc1F
66	CCN(CC)S(=O)(=O)c1ccc(C(=O)NCc2nnc(SCC(=O)Nc3ccc(OC)cc3)n2-c2ccccc2OC)cc1

screen / no.	61	62	63	64	65	66
MITF primary	-9	-2	6	10	-3	0
TEAD-YAP block	-9	21	-22	-3	6	9
FBW7 act	-0.1	-0.1	0.5	-0.1	0.2	0.0
GPR151 activ	0.0	1.0	-1.5	0.6	0.3	0.1

67	COc1ccc(-c2nnc(SCC(=O)NC(C)(C)C)nc2-c2ccc(OC)cc2)cc1
68	O=C(CSc1nnc(-c2cccnc2)o1)NC1CCCCC1
69	NC(=Nc1nonc1N)NC(=O)c1ccccc1
70	COc1ccc(C(=O)Oc2ccc(/C=N/NS(=O)(=O)c3ccccc3)cc2OC)cc1
71	Cc1ccccc1-n1c(C)cc(C=C2C(=O)NC(=S)NC2=O)c1C
72	CC(C(=O)Nc1ccc(C(N)=O)cc1)N1C(=O)c2ccccc2C1=O (stereo not drawn)

screen / no.	67	68	69	70	71	72
MITF primary	-3	15	-2	9	7	15
TEAD-YAP block	-7	-3	1	-2	5	6
FBW7 act	0.0	0.6	0.0	0.4	-0.1	0.2
GPR151 activ	-0.6	0.3	-1.0	0.2	2.7	-0.9

73	CCc1cccc2sc(N(CCN3CCOCC3)C(=O)c3cc(C)n(CC)n3)nc12
74	O=C(CNC(=O)c1ccccc1Br)N/N=C/c1ccc([N+](=O)[O-])o1
75	Cc1c(C(=O)Nc2ccc(S(N)(=O)=O)cc2)sc2nc3n(c(=O)c12)CCCCC3
76	CC(=O)c1ccc(NC(=O)[C@@H](NC(=O)c2ccc(C)cc2)C(C)C)cc1
77	Cc1c(Cl)c([N+](=O)[O-])nn1CC(=O)NN1C(=O)CSC1=S
78	CCOC(=O)C(=CNc1ccc(F)c(F)c1F)C(=O)OCC

screen / no.	73	74	75	76	77	78
MITF primary	7	11	-4	4	-1	16
TEAD-YAP block	-9	-7	-2	-13	13	5
FBW7 act	-0.2	0.2	-0.1	0.1	0.0	0.5
GPR151 activ	-0.3	0.3	0.6	0.1	0.5	-0.8

79	COc1cc(/C=C(\NC(=O)c2ccccc2)C(=O)Nc2ccc(O)cc2)ccc1OC(C)=O
80	O=C1CC(c2ccccc2)CC2=C1C(c1ccc(Cl)cc1Cl)N(C(=O)c1ccccc1)c1ccccc1N2 (stereo not drawn)
81	CCN(CC)C(=O)[C@@H]1C[C@H](NC(C)C)CN1Cc1ccccc1Cl
82	CC(C)Cn1c(=O)[nH]c2nc(-c3cccc4ncccc34)cnc21
83	O=C(CCCl)Nc1nnc(SCC(=O)N2CCc3ccccc32)s1
84	CCOC(=O)C1=C(C)NC(=S)NC1c1cccs1 (stereo not drawn)

screen / no.	79	80	81	82	83	84
MITF primary	-4	15	-16	-2	1	10
TEAD-YAP block	-7	13	-2	-3	4	8
FBW7 act	-0.1	0.0	0.0	1.7	-0.2	-0.1
GPR151 activ	0.0	0.2	0.5	-0.8	0.1	1.0

2 of these compounds in a different format.
79: COc1cc(/C=C(\NC(=O)c2ccccc2)C(=O)Nc2ccc(O)cc2)ccc1OC(C)=O
  MITF primary: -4; TEAD-YAP block: -7; FBW7 act: -0.1; GPR151 activ: 0.0

80: O=C1CC(c2ccccc2)CC2=C1C(c1ccc(Cl)cc1Cl)N(C(=O)c1ccccc1)c1ccccc1N2 (stereo not drawn)
  MITF primary: 15; TEAD-YAP block: 13; FBW7 act: 0.0; GPR151 activ: 0.2

An excerpt from above, showing only MITF primary, TEAD-YAP block and FBW7 act:
item | mol | MITF primary | TEAD-YAP block | FBW7 act
2 | COc1ccc(CCN2C(=O)C3CC=CC(C)C3C2=O)cc1OC (stereo not drawn) | -7 | 7 | 0.2
3 | Cc1ccc2nc(-c3ccncc3)cc(C(=O)NC3=NCCS3)c2c1 | -6 | -4 | -0.2
4 | COc1ccc(/C=C2\N=C(c3cc(Cl)ccc3Cl)OC2=O)cc1 | 15 | 9 | 0.4

(list continues)
85	CCN(CC)c1ccc(/C=C2\C(=O)NC(=O)N(c3ccccc3C)C2=O)cc1
86	CC(=O)N(CCn1nc(C)cc1C)c1nc2c(C)c(Cl)ccc2s1
87	Cc1nn(Cc2ccccc2)c2c1C(c1ccco1)C(C#N)=C(N)O2 (stereo not drawn)
88	Cc1cccc(CC(=O)Nc2cnn(-c3cccc(C(=O)NCc4ccccc4)c3)c2)c1
89	COc1ccccc1OCC(=O)Nc1cccc(Oc2ccc3c(c2)C(=O)NC3=O)c1
90	COC(=O)C1=C(C)N=C2SCC(=O)N2C1c1ccc(N(C)C)cc1 (stereo not drawn)

screen / no.	85	86	87	88	89	90
MITF primary	-3	-9	1	4	22	17
TEAD-YAP block	6	-3	-3	-3	0	16
FBW7 act	0.0	0.2	-0.1	0.0	0.3	-0.1
GPR151 activ	0.6	1.4	1.2	3.4	-1.2	0.9
